# sPLA2-III inh: Blocks human group III sPLA2 activity; Q9NZ20; QFRET BODIPY PC-A2 liposome hydrolysis, fluorescence; inhibition, % at 12.2 µM; 370,000 tested, 0.56% active; AID 743126;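 active = inhibition above mean plus 3 SD of compounds lying within the high and low control bounds, cut at about 19% in these data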;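 note: 0% = median of test compound wells and 100% = no enzyme DMSO wells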
# Target sequence (Q9NZ20 whole entry, looked up): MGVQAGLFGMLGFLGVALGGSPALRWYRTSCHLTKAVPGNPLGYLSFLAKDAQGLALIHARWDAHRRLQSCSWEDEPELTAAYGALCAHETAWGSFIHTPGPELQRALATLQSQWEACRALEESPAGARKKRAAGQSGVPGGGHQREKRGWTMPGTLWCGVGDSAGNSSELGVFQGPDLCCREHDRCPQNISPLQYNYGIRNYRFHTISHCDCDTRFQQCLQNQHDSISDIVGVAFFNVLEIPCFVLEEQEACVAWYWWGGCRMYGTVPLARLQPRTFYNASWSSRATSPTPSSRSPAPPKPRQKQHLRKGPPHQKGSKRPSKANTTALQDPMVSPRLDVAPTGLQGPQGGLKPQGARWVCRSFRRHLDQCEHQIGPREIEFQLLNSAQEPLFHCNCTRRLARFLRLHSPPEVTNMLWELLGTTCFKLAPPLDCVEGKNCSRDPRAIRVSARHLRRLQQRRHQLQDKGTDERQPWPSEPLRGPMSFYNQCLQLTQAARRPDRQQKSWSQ
# NR1D1 modulator: Rev-erb alpha (human) modulation; activity, % at 10 µM; Rev-erbα–FITC-DNA binding, fluorescence polarization, 90 min; P20393; AID 1259318; 370,000 tested, 0.79% active;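 active = activity above about 14%, limit read from the data; passing the limit was not always enough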;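 note: 0% = DMSO wells with 35 nM protein and 100% = DMSO wells with 750 nM protein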
# PG9 binder: PG9 antibody binding by small molecule. AID 624416. TR-FRET gp120-PG9 antibody binding. inhibition, % at 6.7 µM. 360,000 tested, 0.43% active; in the data active = inhibition above about 8.5%
# SMARCA2 act: activators of SMARCA2 function. AID 652017. MG213 cells, MMTV-luciferase reporter, dexamethasone, overnight. 370,000 tested, 1% active. activation, % at 9.1 µM; in the data active = activation above about 7.8%;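 note: 0% = vehicle wells and 100% = reference activator wells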
# DAX1 inh-1: DAX1 (NR0B1) inhibition, primary screen; HEK293T StAR-luciferase reporter, SF-1/DAX-1 repression relief; inhibition, % at 6.8 µM; 370,000 tested, 1.1% active; AID 652010;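 active = inhibition above the mean over all tested compounds plus 3 SD, cut at about 3.6% in these data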;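 note: 0% = DAX-1 cells with DMSO and 100% = cells lacking DAX-1 with DMSO; higher inhibition means more luminescence from relief of DAX-1 repression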
# hgDAF-12 ag: hgDAF-12 agonism, primary luciferase screen. 370,000 tested, 1.8% active. activation, % at 6.8 µM. HEK293 GAL4-hgDAF12 UAS-luciferase reporter, agonist luminescence; normalized to butyrate control;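 active = activation above a cutoff set at the mean of all screened compounds plus 3 SD, cut at about 10% in these data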;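 note: 0% = DMSO wells and 100% = sodium butyrate wells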
# ssDAF12 agonist: S. stercoralis DAF-12 activation, primary screen | HEK293 ssDAF-12/GRIP1 lit1-tk-luc reporter, luminescence; % of 3 µM dafachronic acid response | activation, % at 6.8 µM | 370,000 tested, 1% active | AID 652126;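 active = activation above the mean over all tested compounds plus 3 SD, cut at about 0.9% in these data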;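 note: 0% = DMSO-only wells and 100% = 3 µM delta7-dafachronic acid wells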
# hcDAF12 agonist: H. contortus DAF-12 activation, primary screen. HEK293 hcDAF-12 lit1-tk-luc reporter, luminescence; 0% DMSO, 100% Δ7-dafachronic acid. AID 652067. 370,000 tested, 1.4% active. activation, % at 6.8 µM;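 active = activation above the mean of all tested compounds plus 3 SD, cut at about 5.5% in these data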;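 note: 100% = response to 3 µM Δ7-dafachronic acid high control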
# GAA850 FXN act: increases GAA850 frataxin promoter reporter activity; activation, % at 6 µM; HEK293 lucGAA850 FXN promoter luciferase reporter, 24 h; percent of 10 µM SAHA response; 360,000 tested, 0.56% active;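 active = activation above the average of all compounds screened plus 3 SD, cutoff fixed separately per campaign, cut at about 7.5% in these data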;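 note: 0% = DMSO wells and 100% = 10 µM SAHA wells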
# PLC-beta3 inh: PLC-beta3 (human) inhibition, primary screen. 370,000 tested, 0.18% active. AID 720704. Purified PLC-beta3, fluorogenic substrate, fluorescence. Q01970. inhibition, % at 12.2 µM; in the data active = inhibition above about 11%;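 note: 0% = median of compound wells on plate and 100% = full blocker control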
# DAX1 inh-2: NR0B1 (DAX1) inhibition; 340,000 tested, 0.99% active; P51843; AID 504766; inhibition, % at 6.75 µM; HEK293 Gal4-DAX1 luciferase reporter, luminescence;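 active = inhibition above the mean over all tested compounds plus 3 SD, cut at about 4.2% in these data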;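 note: 0% = DAX1-transfected cells with DMSO and 100% = empty-vector control cells with DMSO; inhibition shows as a rise in luminescence from relieved DAX1 repression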
# Target sequence (P51843 207-470 limits assumed): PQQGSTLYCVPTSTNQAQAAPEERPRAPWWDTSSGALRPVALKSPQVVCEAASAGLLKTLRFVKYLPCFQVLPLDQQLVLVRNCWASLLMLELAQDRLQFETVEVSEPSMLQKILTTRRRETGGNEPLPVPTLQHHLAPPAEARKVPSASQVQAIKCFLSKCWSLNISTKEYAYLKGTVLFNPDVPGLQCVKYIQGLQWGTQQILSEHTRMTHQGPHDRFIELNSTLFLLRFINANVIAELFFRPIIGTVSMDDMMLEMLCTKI
# Numbers without * were called inactive; . = no result given.
SMILES,sPLA2-III inh,NR1D1 modulator,PG9 binder,SMARCA2 act,DAX1 inh-1,hgDAF-12 ag,ssDAF12 agonist,hcDAF12 agonist,GAA850 FXN act,PLC-beta3 inh,DAX1 inh-2
CC(=O)Nc1ccc(CN(C)c2c(C)nc3ccc(C(=O)NC4CCN(Cc5ccccc5)CC4)cn23)cc1,2,6,2.1,-2,-2.8,-6.1,-1.6,-2.6,-3.2,-1,.
COCc1nc(-c2ccc(-c3ccccc3)nc2OC)no1,2,6,-1.1,6,0.8,6.8,-1.4,-0.8,1.6,-2,-0.5
COc1ccc(CN(C)S(=O)(=O)c2nnc(NC(=O)c3cccc(F)c3)s2)cc1,-4,-8,0.8,1,-0.9,-0.8,-1.4,-2.1,-0.8,-33,-0.2
CCOC(=O)/C(C#N)=C/c1c(Oc2cccc(C)c2)nc2c(C)cccn2c1=O,4,11,-1.1,-3,0.5,-0.3,-0.7,1.4,-3.4,10,-0.6
COC(=O)[C@H]1C[C@H](OC(=O)NCc2ccc(OC)c(OC)c2)[C@@]2(O)CN(S(=O)(=O)c3ccc(C)cc3)CC2[C@H]1C(=O)OC (some centres not stated),-3,-2,0.1,-2,0.6,-0.7,-1.1,-0.7,-0.5,-1,-0.1
c1ccc(C2=Nn3c(nnc3-c3ccncc3)SC2)cc1,-4,2,0.1,-2,-1.9,4.9,-1.5,-2.1,-4.3,0,-0.3
COc1ccccc1/C=N/NC(=O)c1csc(C)c1C,12,8,-1.0,2,1.7,2.3,-1.3,0.1,2.2,0,4.0
Cc1cc(C)cc(C(=O)NC(CC(N)=O)c2ccc(NC3CCCCC3)c([N+](=O)[O-])c2)c1 (configuration not stated),4,1,-1.7,1,0.2,0.2,-1.0,-2.0,-0.9,-1,1.2
FC(F)C(F)(F)Oc1cccc(Nc2nccn3c(-c4cccc5cccnc45)cnc23)c1,-8,0,-1.9,-5,-1.4,-3.4,-1.1,-2.7,0.6,-19,.
O=C(CCn1nnc2ccccc2c1=O)N[C@@H](Cc1ccccc1)C(=O)O,2,-2,-0.8,0,-0.6,0.9,-1.6,-1.2,-1.7,2,1.0
CC1CN(C(=O)Nc2ccccc2)c2ccccc2-[n+]2ccsc21 (configuration not stated),17,-3,-0.1,0,0.1,-1.6,-1.4,1.1,1.1,-2,1.6
O=C(Nc1ncccc1Cl)c1ccc2c(c1)OCCO2,-2,-4,0.9,6,3.1,9.7,-1.9,0.5,5.0,-4,0.5
COc1ccc(N2C(=O)CC(N3CCCC4CCCCC43)C2=O)cc1 (configuration not stated),1,1,0.8,-4,-0.4,0.6,-0.9,0.3,-0.3,0,-0.1
COc1cccc(-c2nc(CS(=O)(=O)CC(=O)NCCCN3CCc4ccccc4C3)c(C)o2)c1,4,-3,1.4,-6,-0.2,1.5,-1.2,0.0,1.3,-1,0.9
Cc1cc(C)c2c(NC(=S)NC(=O)c3ccccc3)nn(C)c2n1,15,-7,-1.8,-6,0.6,-0.5,-1.7,-0.2,-0.6,5,1.2
Cc1ccc2c(c1)NC(=O)C(CC(=O)NCCCN1CCCC1=O)O2 (configuration not stated),1,4,-0.6,-2,0.2,2.8,-0.9,1.4,1.2,-3,1.3
COc1ccc(C2/C(=C(/O)c3ccc(C)cc3)C(=O)C(=O)N2CC2CCCO2)cc1OC (configuration not stated),0,-2,-1.9,0,-0.4,2.4,-1.4,-1.6,2.7,4,0.2
COc1ccc(/C=C/C(=O)c2ccc[nH]2)c(OC)c1OC,5,-3,0.3,0,0.2,5.4,-0.6,0.0,1.2,-43,0.8
C=CCn1c(C)cc(C(=O)COC(=O)C2CC(=O)N(Cc3ccccc3)C2)c1C (configuration not stated),-7,0,-0.9,1,-0.1,-0.1,-1.1,-0.5,-1.3,1,-0.7
CCCCn1c(N)c(N(Cc2ccccc2OC)C(=O)C(C)Oc2ccc(F)cc2)c(=O)[nH]c1=O (configuration not stated),11,-7,-0.2,-2,1.9,2.4,-1.3,0.6,0.1,-2,0.9

# For convenience, some entries already given:
SMILES,sPLA2-III inh,NR1D1 modulator,PG9 binder,SMARCA2 act,DAX1 inh-1,hgDAF-12 ag,ssDAF12 agonist,hcDAF12 agonist,GAA850 FXN act,PLC-beta3 inh,DAX1 inh-2
CC(=O)Nc1ccc(CN(C)c2c(C)nc3ccc(C(=O)NC4CCN(Cc5ccccc5)CC4)cn23)cc1,2,6,2.1,-2,-2.8,-6.1,-1.6,-2.6,-3.2,-1,.
COCc1nc(-c2ccc(-c3ccccc3)nc2OC)no1,2,6,-1.1,6,0.8,6.8,-1.4,-0.8,1.6,-2,-0.5

# (continued)
SMILES,sPLA2-III inh,NR1D1 modulator,PG9 binder,SMARCA2 act,DAX1 inh-1,hgDAF-12 ag,ssDAF12 agonist,hcDAF12 agonist,GAA850 FXN act,PLC-beta3 inh,DAX1 inh-2
Cc1ccc(CNC(=S)Nc2cc(C)ccc2OC(F)F)cc1,-8,-2,-2.5,-2,-0.2,-1.3,-1.2,-1.8,1.2,-4,0.6
COCCCNC(=S)N(Cc1cccnc1)Cc1ccc(OC)c(OC)c1,0,-2,-0.5,0,0.4,-0.2,-1.2,-0.3,2.0,0,0.0
CCOC(=O)Cn1nc(-c2ccc(Cl)cc2)ccc1=O,-5,1,2.4,-2,-0.2,1.8,-1.3,-0.8,-1.7,0,-0.1
O=C(c1ccco1)N(Cc1ccc2c(c1)OCO2)Cc1cc2cc3c(cc2[nH]c1=O)OCO3,11,-4,3.0,-1,0.9,0.7,-1.1,-0.6,0.2,-15,1.1
CC(CS(=O)(=O)c1ccccc1[N+](=O)[O-])N1CCOCC1 (configuration not stated),1,-1,-1.2,1,0.1,-4.0,-1.1,0.7,1.9,0,-1.1
CCCCN(C)Cc1c(C(=O)N2CCc3ccccc3C2)nc2ccc(Cl)cn12,3,1,-0.5,0,0.3,4.3,-0.2,-0.9,2.9,-7,-0.5
CN(Cc1ccccc1)C(=S)Nc1ccc2nc3n(c(=O)c2c1)CCCCC3,-1,0,2.1,-1,0.4,2.9,-1.5,-2.0,-1.1,-19,-0.2
Cc1cc(/C=N/n2cnnc2)c(C)n1-c1ccc(OCc2ccc(F)cc2)cc1,-12,-5,0.5,-6,-1.8,-1.0,-2.8,-3.9,-4.6,-9,-1.6
CC(=O)N1CCc2nc3ccccc3cc21,4,-2,-0.7,-4,-0.4,-2.0,-0.2,0.9,1.9,-32,0.9
CCO/N=C(\N)c1[nH]ncc1Br,-2,-1,0.1,0,-0.2,0.5,-0.5,2.0,0.8,-5,-0.9
COc1cccc(NC(=S)NC(=O)c2cccnc2)c1,8,0,-1.9,3,0.2,3.4,-1.0,0.5,0.7,-6,-0.6
COC(=O)c1c(N=CN(C)C)c(C#N)c2n1CCCC2,7,-6,0.6,2,-0.7,-2.3,-1.3,-1.3,2.0,1,6.0*
CCCOc1ccc(-c2cc(C(C)=O)c3n(c2=O)CCC3)cc1,11,-4,.,-2,-1.3,-2.6,-1.8,-3.6,.,-19,.
Cc1nc(N2CCOCC2)nc(Oc2ccccc2)c1[N+](=O)[O-],0,5,-1.0,11*,-0.1,-2.5,-1.3,0.5,1.8,1,0.4
COc1cc(OC)cc(C(=O)N2CCN(S(=O)(=O)c3ccc4c(c3)OCCO4)CC2)c1,3,2,-0.1,-2,-1.0,-0.2,-1.6,-1.4,2.8,1,0.0
COC(=O)c1c(-c2ccc(OC)cc2)sc2ccc(-c3ccc4c(c3)OCO4)cc12,6,6,-1.1,-1,0.0,1.3,-1.3,-0.5,1.1,-34,0.8
Cn1c(=O)n(Cc2ccccc2)c2ccccc21,17,-5,1.6,-5,0.1,-3.8,-1.4,-0.8,1.4,-4,-0.6
NS(=O)(=O)c1ccc(N2C(=O)CCCC2=O)cc1,0,1,-0.3,-7,-0.1,2.7,-0.8,0.1,0.7,10,2.1
C[C@H](CO)N1C[C@H](C)[C@@H](CN(C)C(=O)Nc2ccc3c(c2)OCO3)Oc2ccc(NS(=O)(=O)c3ccccc3)cc2C1=O,-10,5,-2.2,3,-0.2,1.2,-1.5,-0.7,1.0,-15,0.8
COc1cc(OC)c(NC2c3ccccc3C(=O)N2c2cc(C)ccn2)cc1Cl (configuration not stated),6,7,-3.9,0,3.6*,12*,-0.2,0.1,2.8,-1,0.3
Cc1cccc(NC(=S)NCC2CCCO2)c1 (configuration not stated),7,3,-0.1,1,0.6,1.2,-0.9,-0.7,-0.1,0,0.6
COc1ccc2c(c1)C(=O)N(c1ccccc1)C(=O)C2,-5,-6,-1.1,1,0.6,1.1,-1.0,1.7,-0.5,-16,1.3
O=C(c1ccc2c(c1)CCN2S(=O)(=O)c1ccccc1)N1CCN(c2ccccc2)CC1,0,-3,-1.5,-1,-0.1,0.6,-1.3,4.2,0.6,-6,-0.3
CC(=O)N1N=C(c2cccc([N+](=O)[O-])c2)OC1c1ccc(Br)cc1 (configuration not stated),3,0,-0.9,-2,-0.3,-1.7,-0.7,-1.9,1.1,-7,1.5
COCCCNCCCOc1ccc(Cl)cc1C(C)(C)C,-9,-2,0.3,4,-0.1,1.2,-0.8,-1.5,-2.8,1,-0.8
CC(C)C[C@H]1CN(CCCC[C@H]2CNC(=O)C(=O)N2CCc2ccccc2)C(=O)C(=O)N1CC1CCCCC1,-2,-3,0.3,-1,0.5,3.4,-0.9,-0.7,.,3,.
Cc1ccc(NC2CCCCC2NS(=O)(=O)c2ccc(Cl)cc2)cc1 (configuration not stated),-2,5,-4.6,-1,-0.4,-0.7,-1.1,-0.2,1.5,2,0.1
CCNC(=O)C1(C)CCN(C(=O)c2c(-c3ccccc3)noc2C)C1 (configuration not stated),7,1,0.4,-4,-0.3,3.3,-1.5,0.0,1.1,2,.
Cn1c(=O)c2cc(NC(=O)NCc3ccc(Cl)cc3Cl)ccc2n1Cc1ccccc1,0,-1,2.6,0,0.1,-3.0,-1.3,-0.7,1.6,-138,.
Fc1ccc(-c2nnc(-c3ccc(F)cc3)o2)cc1,1,-3,-0.1,4,0.2,0.3,-0.8,2.5,3.8,-3,1.6
C=CCN1C=C/C(=C\C=C(C#N)C#N)c2ccccc21,28*,-28,-6.2,1,-0.9,-0.2,-1.8,0.3,-1.2,2,-1.0
O=C1CN(CC(=O)NC(=O)NCc2ccccc2)CCN1,1,-13,-0.7,0,-0.3,-0.4,-1.5,-0.3,2.9,0,1.4
COc1cc2nc(CN3CCC(Cc4ccccc4)CC3)[nH]c(=O)c2cc1OC,0,2,-0.8,-3,-0.9,1.2,-1.7,-0.5,1.0,-6,-0.3
CCCCOc1ccc(C(NC(=O)OCC)NC(=O)OCC)cc1,-2,4,-3.2,-2,-0.2,-0.7,-1.4,-0.8,1.9,-1,-0.8
N#CCCN(C(=O)CO/N=C/c1cccc([N+](=O)[O-])c1)c1ccccc1,0,-2,-1.4,-3,-0.7,-0.6,-0.2,-1.5,6.6,0,-0.9
CSc1nnc(CNC(=O)C23CC4CC(CC(C4)C2)C3)n1Cc1ccccc1,-1,-1,-1.6,0,0.2,-4.5,-1.6,0.4,0.3,1,-0.6
CC1(C)CC(O)C(C(O)c2cccc([N+](=O)[O-])c2)C(C)(C)N1 (configuration not stated),2,0,-0.9,-2,0.3,1.6,-1.1,1.4,1.0,3,0.8

# Bioassay records from PubChem.
